AMA1-RON2 inh: inhibitors of Plasmodium falciparum AMA1-RON2 interaction | AlphaScreen AMA1-biotinylated RON2 peptide binding | Potency, µM (series often up to 58.2 µM), for the others: at the highest dose activity change, negative = inhibition, hits mostly inhibitors | 360,000 compounds, 0.2% hits;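 also: potency is read from the fitted curve at half-maximal effect; 0% = vehicle wells and -100% = peptide control; nearly all actives have a fitted effect of over 45% in size; some results filed as inactive show a strong effect at the top dose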
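AMA1 (3D7) with his tag at 25 nM final met compounds first, then biotinylated RON2 peptide at 25 nM; detection used donor plus acceptor beads, 10 µg/mL apiece, read by AlphaScreen after 30 min at room temperature.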
HCMV antiviral: human cytomegalovirus inhibition. HFF cells, HCMV-luciferase reporter, 72 h; stronger effect = lower value. activity change, negative = inhibition, % at 57.5 µM. 410,000 compounds, 4.5% hits. AID 1259415; in the data active = activity change below about -60%; inconclusive = no clear call, values can overlap the other calls; inactive = above about -39%
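Screen run at 2 compound doses on HFFs infected with reporter HCMV, MOI 1 PFU/cell. Luciferase activity from cell lysates at 72 h post infection gave inhibition relative to buffer-only and Salinomycin wells.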
HCV inhibitor: HCV inhibition; Huh7.5.1 HCVcc-Cre infection, luciferase reporter, 44 h; Potency, µM (doses to about 41.8 µM), without a hit: at the highest dose activity change, negative = inhibition, most hits filed as inhibitors; 340,000 compounds, 3.4% hits; AID 651820; also: potency is read from the fitted curve at half-maximal effect
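Infectious HCV cell culture screen: compound-treated cells (1,000/well, pre-plated 4 h) are infected with HCVcc-Cre at roughly 0.5 moi and grown 44 h. Infection is quantified by luciferase signal after 15 min substrate incubation at room temperature.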
AmpC detergent: inhibitors of E. coli AmpC beta-lactamase with detergent; AmpC hydrolysis of nitrocefin, absorbance 480 nm, 0.01% Triton; AID 485294; 370,000 compounds, 0.041% hits; Potency, µM (top dose mostly 114 µM), for inactives: top-dose activity change, negative = inhibition, hits mostly inhibitors;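 also: potency is read from the fitted curve at half-maximal effect; 0% = no-compound wells and -100% = no-enzyme wells; nearly all actives have a fitted effect of over 25% in size; some results filed as inactive show a strong effect at the top dose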
Target sequence (P00811 whole entry, looked up): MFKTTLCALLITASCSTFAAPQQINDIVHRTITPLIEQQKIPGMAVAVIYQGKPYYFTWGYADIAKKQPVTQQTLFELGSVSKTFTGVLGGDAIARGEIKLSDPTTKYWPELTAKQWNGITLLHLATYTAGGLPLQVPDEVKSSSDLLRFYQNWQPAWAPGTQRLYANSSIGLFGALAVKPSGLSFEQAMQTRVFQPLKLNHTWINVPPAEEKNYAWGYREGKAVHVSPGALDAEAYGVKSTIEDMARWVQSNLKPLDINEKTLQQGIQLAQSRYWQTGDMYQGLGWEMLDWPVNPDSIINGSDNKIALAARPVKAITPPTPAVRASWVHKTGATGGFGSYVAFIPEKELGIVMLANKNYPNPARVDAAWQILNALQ
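AmpC (5.3 nM in the dispensed reagent) in 20 mM phosphate pH 7.0 with 0.01% (detergent screen) or 0.0001% Triton X-100 was preincubated with compounds for 15 min at room temperature. Nitrocefin was then added from an 800 uM solution, and hydrolysis was followed at 480 nm.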
LmPK inh: inhibitors of Leishmania mexicana pyruvate kinase | Q27686 | purified LmPK, Kinase-Glo ATP luminescence, 1 h | Potency, µM (top dose mostly 57.5 µM), inactives show at the highest dose activity change, negative = inhibition, usual class: inhibitors | 290,000 compounds, 0.37% hits; also: potency is read from the fitted curve at half-maximal effect
Target sequence (Q27686 whole entry, looked up): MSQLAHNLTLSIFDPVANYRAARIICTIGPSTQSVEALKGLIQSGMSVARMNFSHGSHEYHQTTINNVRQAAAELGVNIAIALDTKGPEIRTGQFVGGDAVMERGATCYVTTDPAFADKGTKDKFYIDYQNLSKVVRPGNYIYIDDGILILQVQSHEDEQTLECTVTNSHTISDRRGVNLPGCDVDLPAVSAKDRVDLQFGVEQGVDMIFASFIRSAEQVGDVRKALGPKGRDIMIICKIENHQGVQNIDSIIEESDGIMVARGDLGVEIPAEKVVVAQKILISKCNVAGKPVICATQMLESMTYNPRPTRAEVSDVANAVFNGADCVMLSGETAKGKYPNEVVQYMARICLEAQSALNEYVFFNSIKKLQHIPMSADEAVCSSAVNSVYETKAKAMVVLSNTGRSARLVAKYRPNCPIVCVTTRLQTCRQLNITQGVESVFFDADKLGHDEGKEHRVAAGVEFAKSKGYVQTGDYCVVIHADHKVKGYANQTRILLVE
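qHTS format; LmPK 0.1 nM; substrates PEP 0.5 mM and ADP 0.1 mM. One-hour room-temperature incubation, then coupled luciferase luminescence; 0.5 nM enzyme wells mark activation.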
TbPYK inhibitor: inhibitors of Trypanosoma brucei pyruvate kinase | AID 624173 | 410,000 compounds, 0.12% hits | Potency, µM (top dose mostly 76.8 µM), without a hit: top-dose activity, negative = inhibition, hits mostly inhibitors | TbPYK enzyme, Kinase-Glo Plus ATP luminescence, 45 min | Q57TT1; also: potency is read from the fitted curve at half-maximal effect; nearly all actives have a fitted effect of over 50% in size
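T. brucei PYK with substrate was exposed to pin-transferred compounds across a concentration series, then started with 130 uM ADP (final). After 45 min at room temperature, Kinase-Glo Plus luminescence was read, normalized and curve-fitted.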
AmpC no deterg: blocks E. coli AmpC beta-lactamase in detergent-free assay | P00811 | AmpC nitrocefin hydrolysis, absorbance 480 nm, 0.0001% Triton | Potency, µM (series often up to 57.1 µM), for inactives: at the top dose activity change, negative = inhibition, actives largely listed as inhibitors | 330,000 compounds, 0.52% hits;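 also: potency is read from the fitted curve at half-maximal effect; plate controls were no compound for no effect and no enzyme for full effect; nearly all actives have a fitted effect of over 20% in size; some results filed as inactive show a strong effect at the top dose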
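AmpC (5.3 nM in the dispensed reagent) in 20 mM phosphate pH 7.0 with 0.01% (detergent screen) or 0.0001% Triton X-100 was preincubated with compounds for 15 min at room temperature. Nitrocefin was then added from an 800 uM solution, and hydrolysis was followed at 480 nm.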
Active calls of the source: *; ? = inconclusive; . = not tested or not shown; & = joins results of further samples; [ ] = dose if it differs, or a comment. Unless noted, calls follow the shape of the dose curve; as a rule, active = well fitted curve in the direction sought with a large enough effect; inconclusive = small, poorly fitted or top-dose-only effect, or another doubt; inactive = no such curve, though single readings can be large; an effect the other way counts as inactive or inconclusive. Unless noted, % is scaled to controls: 0 for no effect and ±100 for the full control effect. The order is random; about 7.5% have a hit in one of these screens.

A first look:
Values run as follows: HCMV antiviral | LmPK inh | AmpC no deterg | HCV inhibitor | AmpC detergent | AMA1-RON2 inh | TbPYK inhibitor
> CCc1cc2c(cc3c(=O)n(CC(=O)NCCCN(CC)CC)nc(CC)n32)s1
→ -14 | -4% | -11% | ? | 1% | 2% | -9%
> Cc1c(C(=O)/C=C/c2cccs2)oc2ccc(F)cc12
→ 164 | 0% | -39% | -19% | -4% | -9% | -6%
> CCOC(=O)N1CCN(Cc2nc3cc(NC(=O)c4ccco4)ccc3n2CC)CC1
→ 7 | 4% | -2% | ? | 0% | 3% | -6%
> CCN(Cc1ccccc1)S(=O)(=O)c1cc(Br)cc2c1N(C(=O)C1CC1)CC2
→ ? | . | . | . | 4% | . | -1%

The listing (from the top)
Values run as follows: HCMV antiviral | LmPK inh | AmpC no deterg | HCV inhibitor | AmpC detergent | AMA1-RON2 inh | TbPYK inhibitor
> CCc1cc2c(cc3c(=O)n(CC(=O)NCCCN(CC)CC)nc(CC)n32)s1
→ -14 | -4% | -11% | ? | 1% | 2% | -9%
> Cc1c(C(=O)/C=C/c2cccs2)oc2ccc(F)cc12
→ 164 | 0% | -39% | -19% | -4% | -9% | -6%
> CCOC(=O)N1CCN(Cc2nc3cc(NC(=O)c4ccco4)ccc3n2CC)CC1
→ 7 | 4% | -2% | ? | 0% | 3% | -6%
> CCN(Cc1ccccc1)S(=O)(=O)c1cc(Br)cc2c1N(C(=O)C1CC1)CC2
→ ? | . | . | . | 4% | . | -1%
> COC(=O)CNC(=O)CSc1nc2sccc2c(=O)n1-c1ccccc1
→ 1 | -7% | -24% | -22% | -6% | 29% | -2%
> O=C(c1ccco1)c1cn(CC(=O)N2CCCC2)c2ccccc12
→ -1 | -1% | -7% | 5% | 4% | -1% | 0%
> Cc1ccc(C(=O)N2CCN(S(=O)(=O)c3cc(Br)ccc3Br)CC2)o1
→ -25 | 3% | 26% | -1% | -8% | -12% | -10%
> CCOC(=O)c1c(CN2CCN(c3ccccc3)CC2)oc2cc(Br)c(O)cc12
→ 22 | -3% | -2% | ? | -1% | -20% | 3%
> O=C(OC1CCN(c2ncc(C(F)(F)F)cc2Cl)CC1)c1ccccc1
→ 13 | 3% | -18% | 7% | 4% | -2% | -5%
> CC(=O)Nc1ccc(S(=O)(=O)N2CCC(NC(=O)C(Cc3ccc(C)cc3)NC(C)=O)CC2)cc1 (stereo unspecified)
→ -25 | 1% | 39% | 10% | -10% | 0% | -2%
> CC1CN(C(NC(=O)c2ccccc2)C(Cl)(Cl)Cl)CC(C)O1 (stereo unspecified)
→ 7 | 0% | -23% | 15% | -13% | -2% | 0%
> CCOC(=O)c1c(/N=C/N(C)C)sc(C(=O)OC)c1C
→ 37 | -3% | 4% | ? | -13% | -1% | 3%
> COc1ccccc1NC(=O)Nc1nc(C(N)CC(C)C)cs1 (stereo unspecified)
→ 11 | . | . | . | . | 72%[activator] | 0%
> C#CCOc1ccc(CNC[C@H]2O[C@@H](n3ccc(=O)[nH]c3=O)[C@H](O)[C@@H]2O)cc1
→ 1 | . | . | . | . | -9% | 1%
> O=C(CN1C(=O)NC(Cc2ccccc2)C1=O)Nc1ccc(F)c(Cl)c1 (stereo unspecified)
→ -9 | . | -3% | -2% | 6% | 1% | 4%
> O=c1c2cc(Cl)ccc2oc2nc3n(c(=O)c12)CCCS3
→ -18 | -1% | -34% | 20% | -12% | 38%[activator] | -1%
> CCCc1nc(N2CCOCC2)c(C#N)c2c1CCCC2
→ -7 | 10% | 30% | ? | 6% | 18% | -2%
> CCC(Oc1ccccc1OC)C(=O)Nc1ccc2c(c1)n(C)c(=O)n2C (stereo unspecified)
→ 57 | -2% | 58% | 19% | -15% | -2% | 2%
> C/C=C/C(=O)N[C@@H]1c2ccccc2CC[C@@H]1OCc1ccccc1
→ -9 | . | -3% | 9%[8.37 µM] | . | 3% | 4%
> O=C(c1cc(-c2ccccc2)on1)N1CCC2(CC1)OCCO2
→ . | -13% | -3% | . | ? | . | .
> CCOC(=O)c1ccccc1NC(=O)Cn1cc(C(=O)c2cccc(OC)c2)c(=O)c2ccc(C)nc21
→ 8 | . | . | . | 2% | . | 2%
> Cc1c(CC(=O)N2CCN(C(=O)C3COc4ccccc4O3)CC2)c(=O)oc2c(C)c(O)ccc12 (stereo unspecified)
→ ? | 5% | 101%[activator] | ? | -8% | -5% | 11%
> COc1ccc(NC(=O)COC(=O)C2CC2)c(OC)c1
→ -20 | . | -9% | 4% | 0% | 2% | -1%
> CC(C)Cc1cc(C(=O)Nc2cc(Cl)ccc2Cl)no1
→ 11 | -3% | -10% | 0% | ? | 18% | -1%
> CCc1cnc2c(c1SCC(=O)NCc1ccc(C)cc1)c(=O)n(C)c(=O)n2C
→ 1 | . | . | . | 0% | . | -2%
> CCN(CC)CCCNC(=O)Cn1cnc2ccc(S(=O)(=O)N3CCC(C)CC3)cc2c1=O
→ -36 | 1% | 19% | -1% | 5% | -10% | 0%
> Cc1n[nH]c(=S)n1/N=C/c1ccc(-c2ccccc2[N+](=O)[O-])o1
→ 78 | -11% | -48% | -16% | 2% | 14% | 7.9µM*
> O=C(Cc1ccc(F)cc1)Nc1cccc2cccnc12
→ -14 | 2% | -17% | -5% | -2% | -7% | 5%
> Cc1nnc(SCC(=O)N2CCN(C(=O)c3ccco3)CC2)n1-c1ccccc1
→ 27 | 5% | 0% | 5% | -6% | 8% | -8%
> CCC1CCCCN1CCCNC(=O)C1CCCN(c2nn3c(=O)cc(C)nc3s2)C1 (stereo unspecified)
→ -28 | -13% | -2% | 10% | -2% | 3% | 1%
> Cc1ccc(C(=O)N(CCN(C)C)CC2CCCN(Cc3ccccc3F)C2)cc1C (stereo unspecified)
→ ? | 9% | 75%[activator] | 11µM* | -21% | 3% | 2%
> Cc1ccc(C(=O)COC(=O)c2cccc(O)c2)s1
→ ? | . | -24% | 6% | 0% | 0% | -10%
> COc1cc(C(=O)Nc2nc3ccccc3[nH]2)ccc1OC(F)F
→ -14 | -8% | -40% | 8.9µM* | -1% | 69%[activator] | -3%
> COc1ccc(N2CCN(C(=O)CCS(=O)(=O)c3ccc(OC)cc3)CC2)cc1
→ -33 | 6% | 23% | -6% | 8% | -15% | 4%
> CCOCCCn1c(=S)[nH]c2cc(C(=O)NCCN(CC)CC)ccc2c1=O
→ 37 | 0% | -4% | 13µM* | -13% | 8% | 2%
> COc1cc(C)c(Cl)cc1S(=O)(=O)NCc1ccncc1
→ . | 1% | 7% | -2% | 8% | . | .
> CCn1c(O)c(N=NC(=O)CNc2cccc(C)c2)c2ccccc21
→ -21 | 1% | 27% | -20% | -15% | ? | -6%
> O=C(c1ccccc1)N1CCN(CC(O)COC2CCCCC2)CC1 (stereo unspecified)
→ -34 | -4% | -3% | 9% | -6% | -1% | 3%
> CC(=O)Nc1cc2c(c(Cl)c1Cl)-c1ccccc1C2=O
→ 14 | . | . | ? | . | -1% | -1%
> Cc1cc(OCC(=O)OC(C)C(=O)NC2CC2)c(C(C)C)cc1Cl (stereo unspecified)
→ 42 | . | . | . | . | 3% | -1%
> CC1CCN(c2ncnc3c2cnn3-c2ccccc2)CC1
→ 96 | 5% | -3% | -4% | -13% | 23% | 1%
> COC(=O)[C@]12CCCCC=C1N(Cc1ccccc1)C(=O)[C@H](CC(=O)NCc1ccc(OC)c(OC)c1)C2
→ -6 | . | . | . | . | -1% | -2%
> CC(=O)Nc1c(C)nn(-c2ccccc2)c1N1CCC(C(=O)NCc2ccc(F)cc2)CC1
→ 9 | . | . | . | -8% | . | 0%
> CC(C)(C)c1cc(Cl)c(O)c(NC(=S)NC(=O)c2cccnc2)c1
→ -95* | -6% | -35% | ? | 11% | 122%[activator] | -3%
> CSc1nc(C)c(Oc2ccccc2)c(=O)n1C
→ -6 | 0% | -17% | -12% | 1% | -1% | 1%
> CS(=O)(=O)c1ccc(C(=O)NC2CCCCC2)cc1
→ -21 | 2% | -15% | 13% | -6% | -11% | 2%
> N#C/C(C(=O)NCc1ccco1)=C1/SC(Cc2ccc(Cl)cc2)C(=O)N1c1ccccc1 (stereo unspecified)
→ 24 | 0% | -6% | 8%&3% | ? | -1% | -7%
> CCOC(=O)c1sc(=NC(=O)c2cccs2)n(C)c1C
→ 179 | -12% | -8% | -23% | -2% | 1% | 4%
> O=C(Nc1ccncc1)c1ccc(Cl)c(S(=O)(=O)N2CCCCC2)c1
→ . | . | -10% | 10µM* | -1% | -5% | 4%
> N#C/C(=C\c1cn(-c2ccccc2)nc1-c1cccnc1)c1nnc2n1CCCCC2
→ ? | 15% | 154%[activator] | -5% | 2% | 24% | -1%
> Cc1cc(C)n2nc(NCc3cccc(Br)c3)nc2n1
→ 12 | 3% | -27% | 10% | -2% | 19% | 0%
> O=C(Nc1n[nH]c(=S)s1)c1ccc2ccccc2c1
→ 111 | -1% | -15% | 15% | 4% | 73%[activator] | ?
> COc1ccccc1CC(=O)Nc1cc2oc3ccccc3c2cc1OC
→ -8 | 1% | -30% | 4µM* | -5% | 1% | 9%
> COc1ccc(OC)c(NC(=O)C2CCCN(S(=O)(=O)c3cccc4cccnc34)C2)c1 (stereo unspecified)
→ -12 | -2% | 7% | -22% | -13% | -13% | -3%
> COC(=O)c1cn(NC(=O)CC2CCCCC2)c(=O)c2ccccc12
→ 5 | -11% | -27% | 1% | -5% | -1% | -2%
> CNC(=O)N1c2ccccc2NC(=O)CC1C (stereo unspecified)
→ -20 | -5% | -23% | 0% | 10% | 3% | 2%
> CN(C(=O)c1ccc(NC(=O)Cc2ccc(NC(=O)C3CCN(C(=O)C4CCC4)CC3)cc2)cc1)C1CC1
→ 29 | . | 40% | -6% | 3% | -30% | 4%
> COC(=O)c1ccc(COC(=O)CNC(=O)c2ccc(OC)cc2)cc1
→ -13 | . | -20% | 2% | . | -4% | 0%
> CC(=O)c1c(C)[nH]c(C(=O)NC(C)c2ccccc2)c1C (stereo unspecified)
→ ? | -4% | -32% | ? | 4% | -6% | -1%
> COc1cccc(CNC(=O)Cn2nc(C)c3sc4ccccc4c3c2=O)c1OC
→ -1 | . | . | . | 20% | . | 3%
> Cc1noc(C)c1COc1ccccc1C(=O)NNC(=O)C(C)Oc1ccccc1F (stereo unspecified)
→ -9 | . | -10% | ? | 0% | 96%[activator] | 3%
